Screens: PubChem BioAssay, NCI
Growth percent in the NCI-60 one-dose screen (48 h, 10 µM unless noted): 100 = growth as untreated, 0 = no growth, -100 = all killed.
786-0: 786-0 renal cancer cells; 81,000 compounds, 5.1% hits; AID 1794775
UO-31: UO-31 renal cancer; 81,000 compounds, 5.2% hits
SN12C: SN12C renal cancer cells; 81,000 compounds, 3.8% hits
TK-10: TK-10 renal cancer cells; 81,000 compounds, 3.9% hits; AID 1794769
RXF 393: RXF 393 renal cancer cells | 77,000 compounds, 6.9% hits
CAKI-1: CAKI-1 renal cancer | AID 1794772 | 75,000 compounds, 4.7% hits
A498: A498 renal cancer cells; 76,000 compounds, 5.4% hits; AID 1794774
U251: U251 CNS tumor cells | AID 1794753 | 80,000 compounds, 5.4% hits
ACHN: ACHN renal cancer | 81,000 compounds, 4.9% hits | AID 1794771
The depositor's hits bear a star; · = not tested or not shown; & = joins results of further samples; [ ] = remark or other dose. The calls were made as follows: active = growth percent below 10; inactive = the rest. Rows are unselected; about 12% have a hit in one of these screens.

SMILES | 786-0 | UO-31 | SN12C | TK-10 | RXF 393 | CAKI-1 | A498 | U251 | ACHN
CCC(CO)NC(Cc1ccccc1)c1ccc(OC)cc1 (stereo not drawn) | 72 | 79 | 107 | 84 | 114 | 98 | 117 | 98 | 99
COC(=O)c1cc(=O)n(Cc2ccco2)c(=Nc2ccccc2)s1 | 101 | 84 | 92 | 114 | 53 | 92 | 91 | 80 | 90
CCCCn1c(=O)c(/C=C/C(=O)/C=C(/C=C/c2cc3cc(Cl)ccc3n(CCCC)c2=O)OB(F)F)cc2cc(Cl)ccc21 | 92 | 88 | 106 | 98 | 139 | 93 | 112 | 103 | 105
NNC(=O)c1cccc(C(=O)NN)n1 | 99 | 92 | 100 | 107 | 115 | 97 | 111 | 92 | 96
CC[n+]1ccc(C(=O)OC)cc1 | 98 | 81 | 101 | 80 | 113 | · | 96 | 98 | ·
COc1ccc(/C=C/C(=O)c2cc3c(N)c(C(=O)Nc4cccc5ccccc45)sc3nc2C)cc1 | 46 | 63 | 88 | 94 | 63 | 49 | 44 | 45 | 72
COc1cc(-c2nc(SC(C)C)nc(Nc3ccc(S(N)(=O)=O)cc3)c2C#N)cc(OC)c1OC | 86 | 71 | 93 | 122 | 103 | 84 | 60 | 92 | 96
COc1ccc(OCCSc2nc3sc4c(c3c(=O)[nH]2)CCCC4)cc1 | 96 | 98 | 101 | 108 | 105 | 93 | 93 | 109 | 96
CC(=O)Oc1c(Br)c(Br)c(Br)c(Br)c1Br | 95 | 87 | 96 | 93 | 107 | 91 | 105 | 76 | 97
Cc1ccc(S(=O)(=O)NNC(=O)c2cc3c([nH]c4ccccc43)c(-c3cccc(O)c3)n2)cc1 | 80 | 55 | 77 | · | 74 | 84 | 45 | 61 | 65
CC1(C)CC(=O)c2c(ccc(C(=O)C[C@@H](N)CO)c2N)O1 | 67 | 25 | 15 | 61 | 17 | 4.8* | -70* | 7.1* | 36
O=C1C(Cl)=C(NCCc2ccccc2)C(=O)c2ccccc21 | 76 | 91 | 90 | 95 | 117 | 112 | 94 | 62 | 109
Cc1ccc(S(=O)(=O)NCCCNc2nccc(-c3c(-c4ccccc4)nc4sccn34)n2)cc1 | 39 | 34 | 48 | 86 | 65 | 47 | · | 63 | 38
NC(=Nc1ccccc1)SCCS(=O)(=O)O | 112 | 83 | 102 | 111 | 128 | 105 | 122 | 104 | 97
O=C1c2ccccc2-c2c1c1cnccc1c(=O)n2C[C@H](O)CO | 82 | 42 | 88 | 87 | 97 | 95 | · | 59 | 74
COC(=O)[C@]12CC[C@@H](C)[C@H](C)[C@@H]1C1=CC[C@@H]3[C@@]4(C)C(C=O)=C[C@@](C)(COC(=O)c5ccco5)[C@@H]4C(=O)C[C@@]3(C)[C@]1(C)CC2 | 43 | 30 | 42 | 30 | 48 | 39 | 65 | 34 | 13
C=CCOC(=O)Cc1cccc2ccccc12 | 95 | 94 | 110 | 100 | 110 | · | 85 | 93 | 108
COc1cc(C2OC34CCCCC3C(C#N)(C(=N)O4)C2(C#N)C#N)ccc1O (stereo not drawn) | 101 | 82 | 94 | 116 | 103 | 92 | 100 | 100 | 102
O=C(O)c1ccc(-n2cc(CNc3ccc(OC(F)(F)F)c(C(F)(F)F)c3)c(-c3ccc(F)cc3)n2)cc1 | 107 | 70 | 91 | 131 | · | · | 96 | 94 | 93
COc1ccc(-c2nn(-c3cccc(Cl)c3)cc2/C=C/C(=O)c2ccccc2)cc1 | 90 | 68 | 96 | 121 | 93 | 76 | · | · | 101
COc1ccc(C(=O)C[n+]2cccc(Br)c2)cc1 | 100 | 86 | 104 | 98 | 119 | 96 | 108 | 106 | 102
Cn1cc(-c2csc(-c3cn(C(=O)OC(C)(C)C)c4ccc(Cl)cc34)n2)c2cccnc21 | 112 | 93 | 98 | 110 | 116 | 110 | 90 | 113 | 97
O=C(/C=C/c1ccc(Br)cc1)c1ccc(NC(=O)N2CCN(c3cc4c(cc3F)c(=O)c(C(=O)O)cn4C3CC3)CC2)cc1 | 98 | 77 | 97 | 103 | 106 | 91 | · | 106 | 104
CC(C)(C)n1cc(-c2ccnc(NCCNS(=O)(=O)c3ccc(Br)cc3)c2)c(-c2cccc(F)c2)n1 | 91 | 66 | 97 | 111 | 97 | 89 | 78 | 80 | 106

4 compounds from above, ordered by count of non-hydrogen atoms, falling.
SMILES | 786-0 | UO-31 | SN12C | TK-10 | RXF 393 | CAKI-1 | A498 | U251 | ACHN
CC(C)(C)n1cc(-c2ccnc(NCCNS(=O)(=O)c3ccc(Br)cc3)c2)c(-c2cccc(F)c2)n1 | 91 | 66 | 97 | 111 | 97 | 89 | 78 | 80 | 106
Cc1ccc(S(=O)(=O)NCCCNc2nccc(-c3c(-c4ccccc4)nc4sccn34)n2)cc1 | 39 | 34 | 48 | 86 | 65 | 47 | · | 63 | 38
Cn1cc(-c2csc(-c3cn(C(=O)OC(C)(C)C)c4ccc(Cl)cc34)n2)c2cccnc21 | 112 | 93 | 98 | 110 | 116 | 110 | 90 | 113 | 97
COc1ccc(-c2nn(-c3cccc(Cl)c3)cc2/C=C/C(=O)c2ccccc2)cc1 | 90 | 68 | 96 | 121 | 93 | 76 | · | · | 101

(listing goes on)
SMILES | 786-0 | UO-31 | SN12C | TK-10 | RXF 393 | CAKI-1 | A498 | U251 | ACHN
Cc1ccc(OCC(=O)O)c(C)c1 | 100 | 95 | 96 | 92 | 111 | 106 | 94 | 96 | 106
Cc1ccc2nc(NC(=O)CSc3nc4c(c(=O)n3-c3ccccc3)SCC4)sc2c1 | 111 | 94 | 105 | 105 | 108 | 97 | 124 | 108 | 109
O=C1c2ccccc2C(Br)c2ccccc21 | 84 | 85 | 100 | 77 | 97 | 75 | 68 | 99 | 91
COc1cc(-c2cn(-c3ccc(Cl)c(Cl)c3)c(=O)[nH]2)cc(OC)c1OC | 14 | 94 | 88 | 95 | 86 | · | 110 | 96 | 97
CS(=O)(=O)Oc1ccc(NC(=O)C23CC4CC(CC(C4)C2)C3)cc1 | 101 | 89 | 90 | 120 | 96 | 114 | 83 | 98 | 90
CCC(=O)N1CCNc2nc(N)[nH]c(=O)c21 | 96 | 97 | 99 | 98 | 115 | 96 | 106 | 91 | 109
Cn1nc(C(F)(F)F)cc1-c1cc(Cl)c(OCc2ccc(Cl)cc2)c(-c2ccc(Cl)c(C(F)(F)F)c2)c1O | -4.1* | 0.7* | 5.8* | 2.9* | -18* | -19* | -42* | 8.9* | -11*
O=C(N/N=C/c1ccccc1Cl)c1cccc2ccccc12 | 105 | 91 | 95 | 113 | 110 | 97 | 85 | 98 | 105
COc1ccc(C2NC(=O)C(C#N)c3c2sc2c(F)cccc32)c(OC)c1 (stereo not drawn) | 68 | 34 | 74 | 90 | 9.6* | 21 | 25 | 39 | 37
CC(=O)C(Cl)C(=O)c1c(C)[nH]n(-c2ccccc2)c1=O (stereo not drawn) | 100 | 82 | 102 | 107 | 102 | 106 | 77 | 102 | 100
CSc1nnc2n(Cc3ccccc3)c(=O)c3c4c(sc3n12)CCCC4 | 99 | 62 | 83 | 112 | 96 | 89 | 104 | 87 | 92
CCOC(=O)c1cc(C(=O)c2ccc(F)cc2F)n2ncccc12 | 91 | 83 | 104 | 119 | 101 | · | 100 | 82 | 96
CC(N1CN2C[C@H](C)N3CN(C(C)C45CC6CC(CC(C6)C4)C5)CN4C[C@@H](C)N(C1)C2C43)C12CC3CC(CC(C3)C1)C2 (stereo partly drawn) | 104 | 80 | 94 | 102 | 103 | 87 | 111 | 103 | 95
CC(C)(C)c1ccc(/C=N/NC(=O)c2ccc(-n3cc(-c4ccccc4)nn3)cc2)cc1 | 104 | 85 | 98 | 107 | 97 | 104 | 68 | 104 | 102
COc1cc(N2C(=O)[C@H](Cl)C2c2ccc(SC)cc2)cc(OC)c1OC (stereo partly drawn) | -0.2* | 41 | 32 | 49 | -16* | 24 | -7.3* | 7.7* | 30
O=C1c2ccccc2C(=O)N1CCO | 98&104 | 90&94 | 102&100 | 98&94 | 114&110 | 99&97 | 73 | 94&104 | 106&101
c1ccc(Nc2nnc(-c3cc(-c4cccnc4)n(-c4ccccc4)n3)s2)cc1 | 77 | 57 | 88 | 89 | 72 | 46 | 74 | 69 | 82
N/N=C(\c1ccccc1)c1ccc(Cl)cc1 | 102 | 95 | 104 | 118 | 107 | 97 | 85 | · | 99
CN(C)CCOC(=O)Nc1nc2ccc(Sc3ccccc3)cc2[nH]1 | 42 | 31 | 41 | 49 | 14 | 34 | -3.9* | 26 | 46
CNC(=S)NNC(=O)C1CC1 | 97 | 77 | 109 | 119 | 117 | 96 | 109 | 109 | 106
Ic1ccc(CCc2ccc(I)cc2)cc1 | 106 | 108 | 99 | 109 | 93 | 94 | 82 | 100 | 100
CC(=O)OCC1OC(OC2=C(CC=C(Cl)Cl)C(=O)c3ccccc3C2=O)C(OC(C)=O)C(OC(C)=O)C1OC(C)=O (stereo not drawn) | 102 | 69 | 86 | 117 | · | · | 75 | · | 60
O=c1nc(NO)[nH]c(=O)n1Cc1ccc(F)cc1 | 101 | 84 | 107 | · | · | 111 | 128 | 99 | 101
C#Cc1cccc(NC(=O)Nc2ccc(NC(=O)CCl)cc2)c1 | -71*[8.25 µM] | -97*[8.25 µM] | -9.2*[8.25 µM] | -71*[8.25 µM] | · | 9.0*[8.25 µM] | 76[8.25 µM] | -72*[8.25 µM] | -100*[8.25 µM]
Nc1cc(F)ccc1NC(=O)c1ccc(NC(=O)C/C=C/c2cccnc2)cn1 | 42 | 5.5* | 20 | 22 | -17* | 34 | -13* | 18 | 31
CCc1nn2c(-c3ccc(OC)cc3)c(-c3cc(OC)c(OC)c(OC)c3)nc2s1 | 78 | 59 | 89 | 90 | 91 | 70 | 86 | 97 | 87
COc1ccc(C2NC(=O)Nc3c2c(=O)n(-c2ccccc2)c2ccccc32)cc1 (stereo not drawn) | 96 | 58 | 100 | 97 | 97 | 112 | 112 | 102 | 88
CCn1ncc(N=O)c1N | 98 | 95 | 95 | 103 | 112 | 111 | 110 | 92 | 115
N/C(=N\C(N)=N\c1nc2ccccc2s1)c1ccc(I)cc1 | 100 | 87 | 71 | 115 | 106 | 81 | 94 | 91 | 87
CCCC(=O)OCCCOCCCOc1ccccc1 | 103 | 98 | 101 | 98 | 115 | 102 | 94 | 102 | 112
CCN1C(=O)N(CC)C2C1NC(=S)N2/N=C/C=C/c1cccs1 (stereo not drawn) | 43 | 45 | 30 | 70 | -5.1* | 37 | 18 | 18 | 42
COc1cc(-c2nc(SCCC(C)C)nc(Nc3cccc4ccccc34)c2C#N)cc(OC)c1OC | 82 | 52 | 85 | 102 | 89 | 54 | 87 | 48 | 73
Cc1cc(C(O)(c2ccc(Nc3ccccc3)cc2)c2ccc(Nc3ccc(S(=O)(=O)O)cc3)cc2)ccc1N (stereo not drawn) | -1.3* | 3.5* | 23 | 7.3* | -62* | 32 | 2.3* | -59* | -13*
COc1ccc(C(=O)CCN(Cc2ccccc2)Cc2cc(OC)c(OC)c(OC)c2)cc1 | 103 | 93 | 102 | 103 | 107 | 99 | 99 | 97 | 102
COC(=O)[C@@H](OC(=O)NS(=O)(=O)N(c1ccc(F)cc1)C1CCN(C(=O)c2ccc(F)cc2)CC1)C(C)C | 90 | 95 | 107 | 91 | · | · | 110 | 97 | 109
O=[N+]([O-])c1ccc(Sc2ccc([N+](=O)[O-])cc2)cc1 | 98 | 90 | 101 | 113 | 118 | 103 | 95 | 106 | 100
COc1ccc2nc(Cl)c(-c3cc(-c4ccccc4)nc(=O)[nH]3)cc2c1 | 58 | · | 43 | 97 | 58 | 74 | 104 | 13 | 79
COc1ccc(/C=C(\C#N)n2nnc3cc(NC(=O)c4ccccc4SC)ccc32)cc1 | 77 | 76 | 95 | 110 | 70 | 82 | 161 | 69 | 84
COc1ccc(C=NC2C(O)OC(CO)C(O)C2O)cc1 (stereo not drawn) | 114 | 94 | 103 | 101 | 111 | 91 | 98 | 100 | 95
OCCOc1ccc(OCCO)cc1 | 94 | 90 | 104 | 107 | 107 | 104 | 80 | 99 | 104
CCCN1CCc2c(sc3c2c(N2CCCC2)nc2nnnn23)C1 | 93 | 76 | 96 | 105 | 97 | 92 | 81 | 96 | 102
COc1ccc(CCNC(=O)C2CCN(c3nc(C(F)(F)F)ccc3C#N)CC2)cc1 | 99 | 83 | 102 | · | 97 | 85 | 71 | 87 | 92
Cn1cc(C2=C(c3coc4ccc(F)cc34)C(=O)NC2=O)c2cc(Br)ccc21 | 68 | 65 | 88 | 84 | 93 | 62 | 94 | 73 | 89
COc1ccc(-c2ccc(-c3ccc(C(=N)N)cc3)s2)cc1OC | 99 | 95 | 92 | 122 | 64 | 124 | 78 | 88 | 92
CCOC(=O)c1nc2c3ccccc3ccn2c1C(=O)OCC | · | 96 | 95 | 102 | 103 | 95 | 109 | 105 | 100
O=C(O)c1ccc(Nc2ncnc3c2cnn3-c2cccc(F)c2)cc1 | 100 | 89 | 98 | 106 | 93 | 91 | 60 | 96 | 98
CC(=O)Nc1c(Cl)cc2c(c1Cl)Cc1c-2cc(Br)c(N)c1Br | 104 | 118 | 89 | 116 | 116 | 113 | 101 | 101 | 117
Cc1ccc(Nc2ncc3c(=O)[nH][nH]c(=O)c3n2)cc1 | 110 | 91 | 112 | 105 | 117 | 82 | · | 103 | 100

Profiles, quoted from the list. Screens in order: 786-0, UO-31, SN12C, TK-10, RXF 393, CAKI-1, A498, U251, ACHN
Results for Cc1ccc(S(=O)(=O)NCCCNc2nccc(-c3c(-c4ccccc4)nc4sccn34)n2)cc1 = 39, 34, 48, 86, 65, 47, ·, 63, 38
Results for O=C1c2ccccc2C(=O)N1CCO = 98&104, 90&94, 102&100, 98&94, 114&110, 99&97, 73, 94&104, 106&101
Results for CN(C)CCOC(=O)Nc1nc2ccc(Sc3ccccc3)cc2[nH]1 = 42, 31, 41, 49, 14, 34, -3.9*, 26, 46
Results for O=c1nc(NO)[nH]c(=O)n1Cc1ccc(F)cc1 = 101, 84, 107, ·, ·, 111, 128, 99, 101
